Screens from PubChem BioAssay.
NPC1 prom act – NPC1 promoter activation; Huh7 NPC1 promoter luciferase reporter, 24 h; Potency, µM (titrated, usually from 9.22 µM), for inactives: at the highest dose activation, usual class: activators; 2.4% of 320,000 active; AID 485313;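 further: potency means the concentration at half of the fitted maximal effect; % of control where 0% means no effect; nearly all actives have a fitted effect of over 60% in size; reporter is driven by a mutant NPC1 promoter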
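Readout is luciferase luminescence, reflecting NPC1 promoter activation in stably transfected Huh7 cells after 24 h compound exposure at 37 °C in reduced-serum medium with 10% FBS.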
Rab9 promoter act – activates the Rab9 promoter; Huh7 Rab9 promoter-luciferase reporter, luminescence, 24 h; 2.8% of 320,000 active; Potency, µM (doses to about 9.22 µM), for inactives: at the top dose activation, negative = inhibition, hits mostly activators; further: potency means the concentration at half of the fitted maximal effect; % of control where 0% means no effect; nearly all actives have a fitted effect of over 60% in size
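Steps: seed 1500 Huh7 Rab9-luc cells per well, rest 2 h at 37 °C; add compound in DMSO; incubate 24 h; add luciferase reagent, 10 min ambient; read luminescence.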
ELG1 genotoxic – inducers of genotoxicity in HEK293T ELG1-luciferase cells. AID 504466. Potency, µM (series often up to 46 µM), inactives show at the highest dose activity change, positive = activation, usual class: activators. 1.3% of 330,000 active. HEK293T ELG1-luciferase reporter, luminescence, 16 h; further: potency means the concentration at half of the fitted maximal effect; % of control where 0% means no effect; nearly all actives have a fitted effect of over 60% in size
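Genotoxicity was scored as increased ELG1-luciferase reporter signal, measured by ONE-Glo luminescence (30 min, room temperature). Compound or vehicle exposure of the HEK293T reporter cells lasted 16 hr at 37°C.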
PKM2 act – PKM2 (human) enzyme activation | AID 1631 | purified PKM2, Kinase-Glo ATP luminescence, activation; response scale: 0% is enzyme alone, no compound | P14618 | Potency, µM (top dose mostly 57.5 µM), without a hit: at the highest dose activation, usual class: activators | 0.34% of 260,000 active; further: potency means the concentration at half of the fitted maximal effect; on the % scale 0 is the no-effect control and ±100 the full control effect; nearly all actives have a fitted effect of over 55% in size
Target sequence (P14618 whole entry, looked up): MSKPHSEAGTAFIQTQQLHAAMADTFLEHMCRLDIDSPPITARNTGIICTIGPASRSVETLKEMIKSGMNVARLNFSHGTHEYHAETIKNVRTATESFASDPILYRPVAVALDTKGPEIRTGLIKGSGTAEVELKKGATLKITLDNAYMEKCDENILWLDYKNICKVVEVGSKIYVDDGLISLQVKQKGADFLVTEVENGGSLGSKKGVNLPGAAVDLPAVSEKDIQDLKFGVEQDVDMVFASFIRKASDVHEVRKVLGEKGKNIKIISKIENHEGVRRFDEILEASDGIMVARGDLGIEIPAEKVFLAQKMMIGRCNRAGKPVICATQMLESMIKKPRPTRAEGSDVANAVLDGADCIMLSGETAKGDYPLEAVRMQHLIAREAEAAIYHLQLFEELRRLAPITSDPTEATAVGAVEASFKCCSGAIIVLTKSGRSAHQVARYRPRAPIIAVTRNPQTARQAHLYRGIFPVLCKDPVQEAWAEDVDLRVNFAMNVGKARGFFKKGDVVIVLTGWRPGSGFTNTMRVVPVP
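ATP formation by purified human PK-M2, quantified via coupled luciferase luminescence after 1 h at room temperature with 0.1 mM ADP and 0.5 mM PEP final.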
Giardia kill – kills Giardia lamblia; AID 540267; activity change, % at 7.66 µM, hits read low; 0.15% of 340,000 active; Giardia lamblia trophozoite viability; in the data active means activity change below about -80%; inconclusive means between about -30% and that limit;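 further: parasites exposed to compound for two days anaerobically before the ATP read; on the % scale 0 is the no-effect control and ±100 the full control effect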
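Compounds were tested on trophozoites seeded at 100 cells/well and held 48 hrs at 37 deg C anaerobically. An ATP-based luminescent kit measured the remaining live cells.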
p53 reactivator – mutant p53 re-activation in reporter cells; H1299 p53-A138V BP100-luciferase reporter, luminescence, 24 h; Potency, µM (top dose mostly 92.2 µM), without a hit: top-dose activity change, positive = activation, actives largely listed as activators; 0.063% of 320,000 active; further: potency means the concentration at half of the fitted maximal effect; % of control where 0% means no effect; nearly all actives have a fitted effect of over 45% in size
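H1299 (p53-null), stable ts p53-A138V + BP100-Luc; 1000 cells/well, Opti-MEM/10% FBS; cpd 4 pt, 1:5; 24 h, 37 deg C, 5% CO2; detection reagent 10 min RT; luminescence.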
RORg inh – blocks mouse ROR gamma transcriptional activity; P51450; Drosophila S2 Gal4-RORgamma UAS-luciferase reporter, 20 h; Potency, µM (doses to about 53.6 µM), for the others: at the top dose activity change, negative = inhibition, hits mostly inhibitors; 5.4% of 310,000 active; AID 2551; further: potency means the concentration at half of the fitted maximal effect; on the % scale 0 is the no-effect control and ±100 the full control effect; nearly all actives have a fitted effect of over 60% in size
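Drosophila S2 cells stably expressing Gal4-DBD/mouse RORγ fusion under metallothionein promoter plus UAS-luciferase; compound 1 h, then 700 uM CuSO4 induction for 20 h at ambient temperature; inhibition read as reduced luminescence.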
Gal4-VP16 FLuc – Gal4-VP16 reporter inhibition counter-screen; 3.5% of 310,000 active; Drosophila S2 Gal4-VP16 UAS-luciferase, luminescence, 20 h; Potency, µM (top dose mostly 53.6 µM), inactives show at the top dose activity, negative = inhibition, most hits filed as inhibitors; AID 2546;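 further: Gal4-VP16 expression switched on by copper sulfate through the metallothionein promoter; potency means the concentration at half of the fitted maximal effect; on the % scale 0 is the no-effect control and ±100 the full control effect; nearly all actives have a fitted effect of over 50% in size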
FLuc modulator – inhibits or activates purified firefly luciferase, miR-21 counter-screen; purified FLuc, Km substrates, luminescence inhibition; Potency, µM (titrated, usually from 57.5 µM), inactives show top-dose activity change, negative = inhibition, hits mostly inhibitors; 6.9% of 360,000 active;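 further: potency means the concentration at half of the fitted maximal effect; plate controls were vehicle for no effect and reference inhibitor for full effect; nearly all actives have a fitted effect of over 55% in size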
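Purified P. pyralis luciferase, 10 nM final, with Km-level 10 uM D-luciferin and 10 uM ATP in 50 mM Tris acetate pH 7.5, 10 mM Mg acetate, 0.01% Tween-20, 0.05% BSA; 6-point qHTS titration about 60 µM downward; luminescence read.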
Menin MLL FP TR – displaces Texas Red mutant MLL peptide from human menin; O00255; Menin + Texas Red MLL mutant peptide, fluorescence polarization; Potency, µM (top dose mostly 61.6 µM), without a hit: at the top dose FP activity change, negative = inhibition, most hits filed as inhibitors; 0.23% of 270,000 active; AID 1768; active means well fitted inhibition curve with a large enough effect in the polarisation, with a control signal flat, not every such curve was filed as active; inconclusive means small, poorly fitted or top-dose-only effect, or effect the other way, or a change in a side signal; inactive means no such curve, though single readings can be large or run the other way; the % refers to the polarisation; further: potency means the concentration at half of the fitted maximal effect; % of control where 0% means no effect; many of its hits are not listed in these tables
Target sequence (O00255 whole entry, looked up): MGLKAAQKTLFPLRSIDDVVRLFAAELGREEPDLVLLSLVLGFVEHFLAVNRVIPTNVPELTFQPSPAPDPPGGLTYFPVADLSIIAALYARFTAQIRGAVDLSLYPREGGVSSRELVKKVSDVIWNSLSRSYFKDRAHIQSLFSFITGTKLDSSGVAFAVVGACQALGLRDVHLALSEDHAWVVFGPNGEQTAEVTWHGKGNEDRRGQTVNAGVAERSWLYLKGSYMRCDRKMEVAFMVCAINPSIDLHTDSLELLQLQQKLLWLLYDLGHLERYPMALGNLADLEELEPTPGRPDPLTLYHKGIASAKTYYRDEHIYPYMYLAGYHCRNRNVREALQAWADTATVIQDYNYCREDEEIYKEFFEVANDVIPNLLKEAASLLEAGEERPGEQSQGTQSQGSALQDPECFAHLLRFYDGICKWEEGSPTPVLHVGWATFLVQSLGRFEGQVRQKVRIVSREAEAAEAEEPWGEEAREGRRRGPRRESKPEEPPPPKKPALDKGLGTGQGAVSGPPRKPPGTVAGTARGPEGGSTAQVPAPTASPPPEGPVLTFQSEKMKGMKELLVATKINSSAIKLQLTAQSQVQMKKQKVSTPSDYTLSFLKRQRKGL
BRCA1 expr up – increases BRCA1 expression; MCF7-BRCA1-FFLuc reporter, luminescence, 48 h; response scale: scaled: vehicle 0%, 10 µM genistein 100%; 1.1% of 380,000 active; Potency, µM (highest dose often 46.1 µM), inactives show at the top dose activation, actives largely listed as activators; further: potency means the concentration at half of the fitted maximal effect; nearly all actives have a fitted effect of over 80% in size; some results filed as inactive show a strong effect at the top dose
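Luminescence from a BRCA1-driven firefly luciferase in MCF7 cells was the read-out, taken 15 min after substrate addition following 48 h compound exposure at 37 °C. Data were normalized to a 10 microM genistein control and DMSO vehicle.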
* hit, by the source's call; ? = inconclusive; · = not tested or not shown; [ ] = remark or other dose. Unless noted, the call rests on the fitted dose curve; in most records, active means well fitted curve in the direction sought with a large enough effect; inconclusive means small, poorly fitted or top-dose-only effect, or another doubt; inactive means no such curve, though single readings can be large; an effect the other way counts as inactive or inconclusive.

SMILES	NPC1 prom act	Rab9 promoter act	ELG1 genotoxic	PKM2 act	Giardia kill	p53 reactivator	RORg inh	Gal4-VP16 FLuc	FLuc modulator	Menin MLL FP TR	BRCA1 expr up
Cc1cccc(NC(=O)CN2C(=O)S/C(=C\C(=O)Nc3ccc(Cl)cc3)C2=O)c1	-0.8%	4.2%	-1.3%	0.7%	31.5[activator]	-6.1%	3.7%	-0.7%	1.9%	?	-1.8%
O=C(O)/C(=C\C(=O)c1ccccc1)Nc1ccccc1	?	28.6%	16.0%	4.7%	·	?	-10.0%	-9.5%	?	·	·
O=C(N/C(=C\c1cccnc1)C(=O)N1CCOCC1)c1ccco1	2.2%	4.8%	-3.7%	-9.9%	-3.9	0.0%	-6.5%	4.7%	0.4%	10.3%	1.3%
C=CCC1(CC=C)CCCN1C(=O)c1cc(COc2cccc(C(F)(F)F)c2)on1	-7.3%	-2.8%	-9.8%	-0.4%	8.4	6.8%	-28.6%	12.6µM*	7.5%	·	-57.7%
C/C=C(\C)C(=O)N1CC2(CC(c3cccc(NC(=O)CC(c4ccccc4)c4ccccc4)c3)=NO2)C[C@H]1C(N)=O (some centres not stated)	-11.4%	-3.2%	-8.7%	20.1%	·	0.4%	-19.5%	-0.5%	-0.9%	·	·
CCN=C1S/C(=C\c2cc(Br)ccc2OCC(=O)OCC)C(=O)N1CC	0.4%	-2.9%	-2.8%	-21.6%	10.2	-11.6%	-7.3%	0.1%	-0.5%	3.4%	-28.2%
COc1ccccc1OCCNC(=O)C1CCN(C(C)=O)CC1	-1.5%	0.6%	-0.2%	1.3%	-5.1	5.0%	-2.4%	-1.2%	-0.7%	-25.1%	25.1%
O=C(Nc1cccc(C(=O)NC2CCCCC2)c1)c1ccccc1	2.4%	16.0%	-4.1%	-11.0%	5.4	-2.5%	14.2%	-0.8%	?	?	-1.5%
CCC(=O)c1ccc(OCC(O)CNCc2ccc(F)cc2)cc1 (configuration not stated)	-0.8%	1.4%	3.1%	-0.4%	8.0	?	?	-0.1%	0.4%	-27.4%	-9.9%
S=C(NCC1CCCCC1)Nc1cccnc1	-0.5%	0.3%	0.2%	9.4%	-11.0	-4.2%	-39.8%	15.6%	-2.1%	25.1%	19.4%
CCOc1ccc(NC(=O)CN(C)C(=O)CN2C(=O)C3CCCCC3C2=O)cc1OCC (configuration not stated)	-2.5%	-3.5%	-1.7%	·	-20.4	-7.9%	·	·	1.1%	·	8.9%
CCCN1C=CC(=C/C=C(\C#N)C(=O)OCC)C=C1	3.98µM*	3.98µM*	?	-2.6%	·	?	-38.2%	?	6.01µM*	17.4%	·
O=C1CSC(c2ccccn2)N1c1ccccc1 (configuration not stated)	-1.6%	0.0%	2.3%	-0.7%	-11.3	4.0%	-5.4%	-2.2%	-0.8%	14.1%	1.8%
COCCNC(=S)N1CCN(c2nc(-c3ccc(Cl)cc3)cs2)CC1	1.5%	-0.9%	-3.5%	2.0%	-5.8	·	-27.3%	-8.7%	?	?	-50.4%
CCCN(CCC)S(=O)(=O)c1ccc(NC(=O)c2cc(C(=O)OC)cc([N+](=O)[O-])c2)cc1	-3.3%	-8.6%	-5.4%	-0.5%	14.5	0.2%	10.4%	-7.6%	-1.5%	?	-5.8%
Cc1ccc(C(=O)Nc2nc(-c3ccccc3)c(-c3ccccc3)o2)cc1	-3.9%	-1.8%	-4.0%	8.3%	7.5	3.8%	5.01µM*	5.62µM*	-21.3%	-0.7%	-70.1%
O=C(CN1CCN(Cc2ccccc2Cl)CC1)N/N=C/c1cccs1	-0.1%	-2.4%	0.6%	2.4%	-1.5	-4.6%	-28.6%	-10.5%	-0.8%	·	0.0%
O=C(C1=C(O)C(=O)N(CCc2ccccc2)C1c1cccnc1)c1ccco1 (configuration not stated)	-1.3%	-3.2%	0.4%	-14.5%	9.8	-13.0%	?	4.5%	-3.4%	10.0%	-3.0%
CCCCN(CC)CCCNC(=O)C1CCN(c2ncnc3c2sc2cccc(F)c23)CC1	-5.3%	0.4%	8.8%	4.0%	-11.7	4.5%	-29.8%	-4.6%	1.8%	-16.9%	-13.4%
CCOC(=O)N1CCN(C2=C(NS(=O)(=O)c3ccccc3)C(=O)c3ccccc3C2=O)CC1	9.9%	15.3%	-9.3%	·	0.3	-0.4%	-37.6%	-11.3%	-10.1%	·	-39.1%
COc1cccc(/C=C/c2nc3c(cnn3-c3ccccc3)c(=O)[nH]2)c1	-14.6%	-1.3%	?	1.0%	-13.0	3.7%	7.9%	1.6%	-4.0%	18.0%	-45.9%
CC1=CC(c2ccc(Cl)cc2)n2nc(NC(=O)CCCC(=O)O)nc2N1 (configuration not stated)	-5.8%	-6.4%	1.5%	·	-4.8	2.5%	-3.7%	-2.8%	-0.5%	-3.3%	0.3%
Cc1ccc(C(=O)N(CC(=O)NC2CCCC2)c2ccccc2Cl)s1	0.1%	-3.2%	-3.8%	0.9%	-11.3	2.3%	-10.7%	-4.0%	0.6%	?	-3.9%
Cc1cccc(NC(=O)CSc2nc3c(c(=O)[nH]2)CCCC3)c1C	-0.5%	-5.5%	5.8%	4.9%	-1.9	4.2%	33.5%	14.9%	1.3%	-1.1%	1.4%
O=c1oc2ccccc2cc1-c1csc(NN=C2CCCCC2)n1	?	?	14.5%	-14.0%	-4.3	?	?	-23.7%	13.5µM*	?	?

Following part:
SMILES	NPC1 prom act	Rab9 promoter act	ELG1 genotoxic	PKM2 act	Giardia kill	p53 reactivator	RORg inh	Gal4-VP16 FLuc	FLuc modulator	Menin MLL FP TR	BRCA1 expr up
Nc1cc(Cl)ccc1N1CCCCC1	-5.9%	-2.6%	1.9%	2.4%	27.2	2.2%	-4.1%	-15.8%	-4.4%	0.7%	-0.1%
COc1ccc(C2CC(=O)c3cnn(-c4nc(C)cc(C)n4)c3C2)cc1OC (configuration not stated)	-4.1%	0.1%	3.0%	5.5%	3.4	0.5%	-8.2%	-1.7%	7.6%	·	-11.3%
S=C(NCCCN1CCOCC1)Nc1ccc(Cl)c(Cl)c1	-3.0%	0.2%	0.2%	3.3%	-14.0	-15.1%	2.0%	1.3%	-1.9%	-14.3%	2.7%
COc1ccc(OC)c(S(=O)(=O)N2CCC(C(=O)N3CCN(c4ccc(F)cc4)CC3)CC2)c1	-10.7%	-10.5%	-22.5%	-2.7%	11.4	-0.8%	20.2%	-2.1%	3.2%	·	-28.0%
Cc1ccc(OCc2nnc(SCC(=O)NC3CCCCC3)n2C)cc1	-3.6%	1.4%	-1.0%	1.3%	-18.5	3.2%	12.1%	-3.2%	-10.2%	-1.8%	21.5%
COc1ccc(N2CC(C(=O)NCCc3ccc(OC)c(OC)c3)CC2=O)cc1 (configuration not stated)	-3.5%	5.3%	5.1%	-8.8%	13.9	-2.8%	-20.4%	2.8%	-2.1%	13.9%	25.4%[1.84 µM]
COc1ccc(C2NC(=O)NC(C)=C2C(=O)OCC2CCCCC2)cc1OC (configuration not stated)	0.0%	-5.3%	-0.7%	·	-17.9	-5.0%	1.4%	7.8%	-0.9%	?	-9.0%
O=C(CSc1nc(-c2ccccc2)cc(=O)[nH]1)NCc1ccc2c(c1)OCO2	1.1%	-5.4%	-4.0%	-3.9%	5.0	19.2%	13.5%	-1.1%	?	10.9%	-10.4%
CSc1nnnn1-c1ccc(C)c(Cl)c1	0.8%	0.2%	0.3%	-3.9%	-15.5	5.2%	13.4%	-0.8%	-4.7%	1.5%	-9.7%
Cc1c(Cl)cccc1NC(=O)Cn1nnc(C(=O)NCc2cccs2)c1N	-20.5%	-6.8%	8.2%	-3.8%	-9.7	-1.7%	-9.1%	7.3%	-0.1%	2.8%	1.7%
CCCc1nc(NCc2ccco2)c(C#N)c2c1COC(C)(C)C2	4.5%	-5.2%	7.8%	5.8%	-15.4	5.3%	-2.0%	-10.3%	1.6%	12.0%	-4.8%
Clc1ccc(-c2nnc(-c3ccccc3)o2)cn1	?	?	?	·	3.0	31.0%	0.8%	-7.6%	?	-3.9%	56.7%
Cc1cc2c(SCC(=O)NCC3CCCO3)ncnc2s1 (configuration not stated)	4.1%	-10.5%	2.5%	-3.2%	-1.4	3.1%	2.5%	?	-4.3%	-7.4%	-7.2%
C=CCSc1nc2c(c(=O)[nH]1)C(C(C)C)C(C#N)=C(N)O2 (configuration not stated)	-0.1%	-4.6%	1.7%	-15.2%	-9.2	-2.1%	-27.5%	-0.8%	10.7%	-0.4%	2.1%
Cc1n[nH]c(=O)nc1N/N=C/c1cccs1	15.7%	19.0%	7.2%	-32.7%	11.5	?	5.01µM*	11.2µM*	-11.1%	2.0%	32.0%
COC(=O)c1c(NC(=O)Cc2ccccc2)sc2c1CC(C)(C)NC2(C)C	-2.5%	-1.0%	-1.1%	3.4%	-3.2	5.4%	8.3%	1.4%	0.1%	-14.2%	-24.6%

Some of the compounds tested; count on the stated rates, not on these rows.
